DAGLB inh – DAGLB lipase inhibitors, primary screen, biochemical, fluorescence, HTS; Diacylglycerol lipase-beta (Homo sapiens), Q8NCG7; HEK293T DAGLB membrane lysate, EnzChek fluorogenic substrate; inhibition, % at 5.17 µM; 340,000 compounds, 0.059% hits; AID 504411, 2011; in the data active = inhibition above about 34%;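 note: 0% = enzyme with vehicle and 100% = wells lacking enzyme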
PKA-R2B act – activators of PKA-R2B holoenzyme, primary screen, biochemical, fluorescence polarization, Cy5-IP20, human. cAMP-dependent protein kinase catalytic subunit beta (Homo sapiens) + cAMP-dependent …. PKA-R2B holoenzyme dissociation; R2B truncated from residue 108, S112A mutant; 0% DMSO only, 100% 113 µM cGMP. activation, % at 11.4 µM. 340,000 compounds, 0.079% hits. AID 504700, 2011;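 active = activation above a cutoff set at the mean over all compounds plus 3 SD, cut at about 18% in these data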;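 note: higher means more holoenzyme dissociation and a rise in polarization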
DSG3 Ab inh – inhibitors of pemphigus antibody binding to DSG3, primary screen, biochemical, bead-based, flow cytometry, scFv-GFP; Desmoglein-3 (Homo sapiens), P32926; DSG3-coupled beads, scFv-anti-DSG3-GFP binding; stronger effect = lower value; binding (percent of control), % at 10 µM; 310,000 compounds, 0.48% hits;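 active = binding more than 3 SD below its plate's average and above zero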; note: some compounds called inactive have numbers as strong as hits
PKA-R1A act – activators of PKA-R1A holoenzyme, primary screen, biochemical, fluorescence polarization, Cy5-IP20, bovine R1A, mouse PKAc. cAMP-dependent protein kinase type I-alpha regulatory subunit (Bos taurus) + …. PKA-R1A dissociation; scaled: DMSO 0%, 113 µM cGMP 100%. activation, % at 11.4 µM. 340,000 compounds, 0.083% hits;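 active = percent activation above the mean of all tested compounds plus 3 SD, cut at about 19% in these data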;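 note: higher means more PKAc released from R1A so a rise in polarization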
OPRM1-OPRD1 ag – agonists of OPRM1-OPRD1 heterodimerization, primary screen, cell-based, luminescence | Mu-type opioid receptor (Homo sapiens) + Delta-type opioid receptor (Homo sapiens), … | cells | activation, % at 9.3 µM | 340,000 compounds, 0.3% hits | AID 504326, 2011; in the data active = activation above about 18%;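 note: 0% = vehicle-treated cells and 100% = reference agonist; values of inactives mirror those of a sister screen read the other way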
Target sequence (P35372 whole entry, looked up): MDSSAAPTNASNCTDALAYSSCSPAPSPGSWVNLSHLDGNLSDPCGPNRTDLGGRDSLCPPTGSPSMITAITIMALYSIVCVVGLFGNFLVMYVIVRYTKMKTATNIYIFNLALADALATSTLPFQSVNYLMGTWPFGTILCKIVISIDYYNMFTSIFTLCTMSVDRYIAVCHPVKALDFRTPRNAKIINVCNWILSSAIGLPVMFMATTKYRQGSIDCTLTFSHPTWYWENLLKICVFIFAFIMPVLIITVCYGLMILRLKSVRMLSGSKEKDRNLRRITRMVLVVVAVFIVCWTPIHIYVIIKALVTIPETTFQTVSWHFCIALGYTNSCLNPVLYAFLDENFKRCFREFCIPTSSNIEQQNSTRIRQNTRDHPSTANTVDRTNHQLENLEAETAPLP
Target sequence (P41143 whole entry, looked up): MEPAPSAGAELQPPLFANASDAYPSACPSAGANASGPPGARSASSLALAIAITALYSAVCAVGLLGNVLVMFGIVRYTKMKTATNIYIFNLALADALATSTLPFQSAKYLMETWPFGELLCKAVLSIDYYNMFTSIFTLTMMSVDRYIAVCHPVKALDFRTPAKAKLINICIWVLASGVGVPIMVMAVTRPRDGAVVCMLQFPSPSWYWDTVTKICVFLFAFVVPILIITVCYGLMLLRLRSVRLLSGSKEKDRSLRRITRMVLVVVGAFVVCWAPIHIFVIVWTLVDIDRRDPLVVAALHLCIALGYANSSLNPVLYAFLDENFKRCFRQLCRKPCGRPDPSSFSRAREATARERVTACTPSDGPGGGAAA
Arrestin-AP2 inh – inhibitors of beta-arrestin/AP2 binding, primary screen, biochemical, GPCR trafficking, flow cytometry. 340,000 compounds, 0.31% hits. inhibition, % at 10 µM. FITC-arrestin peptide / GST-AP2 beads; AP2 beta2 appendage carries R879A mutation. beta-arrestin 1 C-terminal peptide binding to AP2 beta2-adaptin appendage (human);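 active = inhibition above a set limit, near 3 SD of compounds lacking own fluorescence, cut at about 54% in these data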;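 note: plate controls were DMSO wells for no effect and 5 µM unlabelled arrestin peptide for full effect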
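system = GST-tagged AP2 beta2-adaptin appendage (R879A) on 4 µm glutathione beads | reagent = FITC-labelled arrestin peptide probe, 50 nM final | schedule = compound with beads 12 min RT, then probe 1 h RT | signal = HyperCyt-sampled flow cytometry, FL1 channel, ex 488/em 535 nm | read-out = percent response from loss of bead-bound FITC fluorescence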
HTR5A ag ctr – HTR5A agonists in luminescence cell assay, primary screen, counter-screen for OPRM1-OPRD1 heterodimer agonist project, full-deck HTS. 5-hydroxytryptamine receptor 5A (Homo sapiens), P47898. activation, % at 9.3 µM. cell-based. AID 504692, 2011. 340,000 compounds, 0.61% hits; in the data active = activation mostly above about 9.5%, no sharp cut-off; inactive = mostly below about 7.6%;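 note: 0% = cells with vehicle only and 100% = reference agonist; strong numbers were not always called active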
V-ATPase pH – regulators of yeast V-ATPase proton pumping, primary screen, pHLuorin cytosolic pH fluorescence. response, % at 10 µM. S. cerevisiae. 350,000 compounds, 0.37% hits; in the data active = response mostly above about 7.3%, no sharp cut-off; inactive = mostly below about 5.4%; note: actives read high; inactives centre near 0; some compounds called inactive have numbers as strong as hits; reference of the scale not given here
HTR5A inv ag – HTR5A inverse agonists in luminescence cell assay, primary screen, counter-screen for OPRM1-OPRD1 heterodimer inverse agonist project, full-deck HTS; 5-hydroxytryptamine receptor 5A (Homo sapiens), P47898; HTR5A cell line, inverse agonism; inhibition, % at 9.3 µM; 340,000 compounds, 0.083% hits; AID 504634, 2011; in the data active = inhibition mostly above about 23%, no sharp cut-off; inactive = mostly below about 18%;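 note: 0% = cells with DMSO and 100% = no-cell wells with DMSO; some compounds called inactive have numbers as strong as hits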
MOR-DOR inv ag – inverse agonists of MOR-DOR heterodimerization, primary screen, cell-based, luminescence; cell-based MOR-DOR heterodimer luminescence, inverse agonism; Mu-type opioid receptor (Homo sapiens) + Delta-type opioid receptor (Homo sapiens), …; inhibition, % at 9.3 µM; AID 504357, 2011; 340,000 compounds, 0.21% hits; in the data active = inhibition above about 22%, passing the limit was not always enough;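 note: 0% = cells with DMSO and 100% = wells without cells with DMSO; values of inactives mirror those of a sister screen read the other way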
* hit, by the source's call; . = not tested or not shown.

cpd	SMILES	DAGLB inh	PKA-R2B act	DSG3 Ab inh	PKA-R1A act	OPRM1-OPRD1 ag	Arrestin-AP2 inh	HTR5A ag ctr	V-ATPase pH	HTR5A inv ag	MOR-DOR inv ag
1	Cc1cc(SCC(=O)Nc2cccc(S(=O)(=O)N3CCOCC3)c2)nc2ccccc12	-2	9	97	-5	-0.3	-6	0	-3	-13	2
2	CCC(NS(=O)(=O)c1cccs1)c1ccc(C)cc1 (configuration not stated)	-1	-8	106	9	-0.9	4	-1	-1	2	4
3	CC1CCN(C(=O)COC(=O)c2cc(Cl)c3c(c2)OCO3)CC1	0	-1	106	7	-0.7	-8	7	2	-2	3
4	CCN1CCN(CC(O)COCCOc2ccc(Br)cc2)CC1 (configuration not stated)	-1	6	127	2	-1.2	14	1	-1	-20	7
5	CCCc1cc(=O)[nH]c(SCC(=O)N(C)C2CCS(=O)(=O)C2)n1 (configuration not stated)	-1	0	106	3	-0.2	-5	3	4	-8	1
6	CC(=O)c1cc(C#N)c(SCCC(C)C)nc1C	-9	4	106	-2	3.6	1	2	-2	-19	-19
7	COCCCNC(=O)CNC(=O)c1nn(-c2ccc(OC)cc2OC)c(=O)c2ccccc12	0	10	93	9	-2.6	11	-2	2	6	15
8	O=C(CSc1ccccn1)Nc1cccc(S(=O)(=O)N2CCCC2)c1	-4	-16	97	-5	-0.3	-6	1	6	-3	1
9	COc1cccc2cc(C(=O)Nc3ccccc3Cl)/c(=N/NS(=O)(=O)c3ccccc3)oc12	0	-6	104	-10	-3.2	2	-1	4	4	16
10	CC(=O)Nc1ccc(NS(=O)(=O)c2ccc(OC(C)C(=O)N3CCOCC3)cc2)cc1 (configuration not stated)	-3	-9	103	-9	0.5	25	11	1	-28	-3
11	O=C(NCc1ccccc1)[C@H]1C[C@@H]1[C@H](NP(=O)(c1ccccc1)c1ccccc1)c1ccccc1	2	-11	107	7	-1.9	-2	6	-1	22	11
12	O=C(Nc1ccnc(-c2cccnc2)n1)c1ccc(Cl)cc1	0	8	96	-3	-0.1	6	3	0	-6	0
13	CN(C)C(CNC(=O)c1c(F)cccc1Cl)c1ccco1 (configuration not stated)	0	-8	107	-8	-2.5	-1	1	8	-4	13
14	CC1=C(C(=O)OCc2ccccc2)C(c2cccc([N+](=O)[O-])c2)NC(=O)N1 (configuration not stated)	-2	12	92	3	-2.5	-2	-2	4	7	12
15	O=C1CN(C(=O)COC(=O)c2ccco2)c2ccccc2N1	-2	-4	104	-7	0.9	-5	-2	-2	6	-4
16	CC(C)c1nc2n[nH]c(N)c2c2c1CCC2	1	0	.	-1	-1.5	8	0	-3	10	8
17	O=S(=O)(c1ccccc1)N(CC(O)COc1ccccc1)c1ccccc1 (configuration not stated)	-4	-4	95	-20	-2.6	-16	8	3	27	14
18	COc1ccc(-c2csc(N3CCSCC3)n2)cc1	-5	-6	85	-8	1.6	-14	0	1	0	-7
19	COCC(=O)Nc1nc(-c2ccc([N+](=O)[O-])cc2)cs1	-2	-6	115	3	-2.0	-16	1	3	-3	10
20	COc1ccc(N2CCN(C(=O)CCc3c[nH]c4ccccc34)CC2)cc1	1	-2	99	-6	1.0	-8	3	0	-9	-6
21	CC(=O)N1CCN(Cc2nc3cc(NC(=O)Nc4ccccc4)ccc3n2C)CC1	2	-6	104	5	-0.8	-12	0	-1	35	4
22	CC(=O)N/N=C(\C)c1ccc(Br)cc1Br	-1	-12	97	3	-1.8	12	-2	1	-12	9
23	Cc1noc(C)c1S(=O)(=O)Nc1ccc(C(=O)Nc2ccc(OC(F)(F)F)cc2)cc1	2	-14	101	-21	1.5	11	1	0	-4	-8
24	COc1cc(Nc2nc(SCC#N)nc3ccccc23)cc(OC)c1OC	-1	-8	104	8	-2.8	6	1	-1	-1	15
25	CCN1C(=S)N[C@@H](c2ccccc2)C(C(=O)OC)=C1C	1	-3	100	-2	-2.7	-8	-3	1	20	15
26	COc1cccc(OCCNC(=O)c2ccc(C)cc2)c1	-4	0	98	1	-0.7	16	4	3	-13	3
27	COc1ccc(NC(=O)Cc2c(Sc3ccccc3)c3ccccc3n2C)cc1	-6	-5	99	4	-1.9	-11	2	1	11	8
28	N/C(=N\S(=O)(=O)c1cc(C(F)(F)F)cc(C(F)(F)F)c1)c1ccc(Cl)cc1	-4	2	.	-9	17	8	3	1	-10	-84
29	COC(=O)c1ccc2c(c1O)C(=O)c1ccccc1C2=O	-6	-3	.	-4	14	-8	-3	2	1	-82
30	Cc1ccc(OCC(=O)NCCCNC(=O)c2ccccn2)cc1	2	3	97	13	-2.1	-9	-2	-1	7	13
31	Cn1cnnc1SC1CCCCC1NS(=O)(=O)c1ccccc1 (configuration not stated)	-1	-4	102	-2	0.8	2	4	4	-10	-5
32	CC(=O)c1ccc(OCC(=O)N(C2CCCCC2)C2CCS(=O)(=O)C2)cc1 (configuration not stated)	0	-19	101	9	-1.3	-4	-3	-2	9	7
33	CCONC(=O)Nc1ccccc1[N+](=O)[O-]	4	-8	.	-3	-0.2	16	-3	-1	13	1
34	Cc1c(CCO)c(=O)[nH]n1S(=O)(=O)c1ccc([N+](=O)[O-])cc1	0	5	90	-3	3.1	-3	0	-2	11	-16
35	COc1ccccc1CNC(=O)C(C)n1nc(C)c2c(C)n(-c3ccccc3)nc2c1=O (configuration not stated)	3	-3	91	8	-1.1	23	-1	-1	10	6
36	Cc1ccccc1CN1CCN(CC(=O)NCc2ccccn2)C1=O	-1	0	100	-5	0.0	8	17*	-1	-49	0
37	Cc1cc(C)cc(C(=O)NCC(=O)NNC(=O)CSc2ccccc2F)c1	-4	1	108	8	-1.8	37	0	1	4	7
38	COc1ccc(-n2c(-c3ccco3)nc3c(cnn3-c3ccc(C)cc3)c2=O)cc1	-1	-6	87	-20	-3.2	27	-1	-5	-19	16
39	CC(Oc1ccc(C(=O)c2ccccc2)cc1)C(=O)N1CCOCC1 (configuration not stated)	5	-6	105	7	-3.7	-5	2	2	2	20
40	CCCCNC(=O)C(=O)NC(C)CCc1ccccc1 (configuration not stated)	-1	-7	106	-8	-3.0	-2	11	3	-24	15
41	Cc1oc(-c2ccccc2F)nc1CS(=O)(=O)CC(=O)N1CCN(c2ccccc2)CC1	0	-13	103	1	0.8	-2	4	4	4	-4
42	CC(C)N1CCC(N2CCN(Cc3cccnc3)CC2CCO)CC1 (configuration not stated)	-1	2	93	0	-4.6	-13	-4	2	-2	24
43	C/C(=N\NC(=O)c1cc(C(C)C)[nH]n1)c1ccco1	-2	-8	107	-1	0.1	0	-5	0	-6	-1
44	Cc1sc(NC(=O)Nc2ccccc2)c(C(N)=O)c1C	5	14	.	4	1.5	10	0	1	-10	-7
45	CC(C)(C)c1cc(OC(=O)C2CCCC2)ccc1O	-10	-4	112	-18	4.8	37	5	-2	-13	-24
46	CCC(C)(C)n1nnnc1C(c1ccc(OC)c(OC)c1)N1CCN(c2ccccc2)CC1 (configuration not stated)	-2	3	101	-9	-2.4	-7	-2	-1	18	10
47	[O-][n+]1c2c(nn1-c1ccc(Cl)c(Cl)c1)-c1nonc1CC2	1	12	100	-4	-3.3	17	2	8	-6	17
48	CC(C)n1c(SCC(=O)N2CCN(C(=O)c3ccco3)CC2)nc2c1c(=O)n(C)c(=O)n2C	1	4	105	-4	-0.7	1	-6	-4	18	4
49	N#Cc1ccc(C(=O)Nc2ccc(S(=O)(=O)NC3=NCCCCC3)cc2)cc1	-1	-4	100	-2	0.3	0	0	1	1	-2
50	CN(C)C(=O)CSc1nc(-c2ccccc2)c(-c2ccccc2)o1	-5	-2	101	-9	-1.6	4	-1	-1	2	8
51	CCOC(=O)CC(=O)CSc1nc2ccc(C)cc2cc1C#N	0	6	104	-7	0.2	1	2	-3	7	-1
52	CCCCCN(C(=O)CCC(=O)OCC(=O)N(CC#N)c1ccccc1)c1c(N)n(CCCC)c(=O)[nH]c1=O	1	-7	97	-4	-0.5	0	-5	-2	-2	3
53	C=CCNC(=O)Cn1nnc(-c2ccc(-c3ccc(OC)cc3)cc2)n1	-2	2	116	6	-1.7	11	3	6	-11	9
54	CCOC(=O)c1ccc(CNC(=O)CSc2nc(NC(=O)c3ccccc3)c3c(C)c(C)oc3n2)cc1	-7	-5	105	-10	-1.2	6	6	-5	-24	6
55	O=C(NCCCc1ccccc1)C(=O)NCC1OCCN1S(=O)(=O)c1ccccc1 (configuration not stated)	3	2	.	-14	-1.5	-1	3	-5	-8	8
56	c1cnc2ccc3c(c2c1)COCO3	-3	-6	.	4	-2.6	-3	5	-5	-18	13
57	O=C(Nc1cc(C(F)(F)F)ccc1Cl)c1ccc(NC(=O)C(F)(F)F)cc1	-12	-1	122	-7	3.7	10	6	1	4	-20
58	C#CCOCCOCCOCCNc1nc(N2CCN(C(=O)C([C@@H](C)CC)n3cc(C(N)CO)nn3)CC2)nc(N2CCN(C(=O)[C@H](CCC(=O)O)n3cc(C(N)CC(C)C)nn3)CC2)n1 (some centres not stated)	-1	-12	107	2	4.5	6	11	2	15	-25
59	COc1ccc(C[C@H]2CN3C(=NC[C@@H]3Cc3ccccc3)N2CCNC(=O)CCC2CCCCC2)cc1	0	-1	112	5	1.4	21	3	-2	-18	-8
60	CCN(CC(=O)Nc1cccc(F)c1)CC(=O)Nc1ccc2c(c1)OCCO2	-3	4	95	9	.	.	.	-2	.	.
61	COc1ccc(-n2nnnc2SCC(=O)Nc2nnn(C)n2)cc1	1	-5	101	10	-2.0	1	-1	-3	-17	11
62	Cn1cnc(S(=O)(=O)N2CCN(c3ccccc3)CC2)c1	0	-13	104	-1	-1.6	-2	3	-4	12	8

Screening results: PubChem BioAssay, several laboratories
